Compound activity (PubChem BioAssay)
Rac1 mut GTP = human Rac1 activated mutant GTP binding change. percent activity (GTP binding), % at 10 µM. GST-Rac1 activated beads, fluorescent GTP binding, flow cytometry; actives lie on both sides; 100% means binding = to untreated wells. AID 764. P63000. actives 0.11% (n = 190,000);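 active = GTP binding at least 20 percentage points away from the 100% baseline, in either direction, so actives lie on both sides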
Rab2A wt mod = changes GTP binding to wildtype dog Rab2A, up or down; P61105; actives 0.19% (n = 190,000); GST-Rab2 wt beads, Bodipy-GTP binding, flow cytometry; AID 760; GTP binding activity, % at 10 µM;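 active = GTP binding activity at least 20 points away from 100%, either lowered or raised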;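 also: 0% = beads with excess unlabeled GTP and 100% = no-compound control corrected for plate trend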
Avidin bead fluor = avidin bead compound fluorescence profile; AID 1775; Avidin beads, compound fluorescence 488/530 nm, flow cytometry; active compounds read high; actives 0.38% (n = 220,000); fluorescence (KMESF) at 10 µM; in the data active = fluorescence above about 47; also: inactives centre near 10
Rac1 wt modul = modulators of human Rac1 wildtype GTP binding; AID 757; P63000; actives 0.27% (n = 190,000); GST-Rac1 beads, fluorescent GTP binding, flow cytometry; actives lie on both sides; 0 = cold GTP competed, 100 = untreated; GTP binding activity (% of control), % at 10 µM;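 active = GTP binding activity at least 20 points away from the 100% control level, either lower or higher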
ABCB1 inh = blocks JC-1 efflux by human ABCB1 transporter; P08183; CCRF-Adr cells, flow cytometry; inhibition, % at 6.6 µM; actives 0.067% (n = 190,000); in the data active = inhibition above about 40%;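 also: 0% = vehicle and 100% = reference inhibitor; higher value means more JC-1 retained so stronger ABCB1 efflux block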
Rab7 wt GTP bind = modulators of GTP binding to dog Rab7 wildtype GTPase. GST-Rab7 beads, fluorescent GTP binding, flow cytometry; actives lie on both sides; untreated = 100%, excess cold GTP = 0%. GTP binding activity (percent of control), % at 10 µM. actives 0.055% (n = 190,000);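 active = fluorescent GTP binding to Rab7 beads changed by at least 20 points from the 100% baseline, either direction, mostly lower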;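 also: median green fluorescence of bound Bodipy-FL-GTP per Rab7 bead population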
ABCG2 block = inhibitors of human ABCG2 transporter, ABCB1 counter-screen | Q9UNQ0 | IgMXP3 cells, JC-1 efflux, flow cytometry | inhibition, % at 6.6 µM | actives 0.1% (n = 190,000) | AID 1325;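 active = inhibition above 80%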;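 also: 0% = DMSO and 100% = nicardipine control wells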
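Test system: IgMXP3 cells (ABCG2) mixed with DDAO far-red-labelled CCRF-Adr cells (ABCB1). Reagent: JC-1 transporter substrate. Compound dosing: single test compound dose, 6.6 µM final. Times: 10 min compound exposure, 25 °C. Detection: flow cytometry of retained JC-1 fluorescence. Read-out basis: efflux inhibition in percent versus controls. Controls: nicardipine and DMSO wells.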
Pf gamet viab = kills late stage P. falciparum gametocytes | P. falciparum stage V gametocytes, ATP luminescence, 24 h | inhibition, % at 10.9 µM | actives 0.065% (n = 150,000);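 active = inhibition above the mean plus 3 SD of compounds within the control limits, set per campaign, cut at about 38% in these data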;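 also: 0% = DMSO wells and 100% = medium only without gametocytes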
HRas wt GTP = changes GTP binding to wildtype human HRas; AID 759; actives 0.14% (n = 190,000); GST-Ras wt beads, Bodipy-FL-GTP binding, flow cytometry; actives lie on both sides; P01112; GTP binding activity, % at 10 µM;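 active = GTP binding activity at least 20% away from the 100% baseline, either lowered as inhibitor or raised as activator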;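 also: 0% = unlabeled GTP competition control and 100% = no-compound control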
Target sequence (P01112 whole entry, looked up): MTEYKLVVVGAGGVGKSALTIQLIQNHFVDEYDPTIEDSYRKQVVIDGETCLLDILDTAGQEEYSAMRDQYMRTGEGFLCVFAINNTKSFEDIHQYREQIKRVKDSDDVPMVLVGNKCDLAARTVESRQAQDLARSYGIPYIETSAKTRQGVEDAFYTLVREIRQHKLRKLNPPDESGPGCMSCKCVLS
Cdc42 wt = changes GTP binding to wildtype human Cdc42; GST-Cdc42 beads, Bodipy-GTP binding, flow cytometry; actives lie on both sides; P60953; percent activity (GTP binding), % at 10 µM; actives 0.2% (n = 190,000);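 active = percent activity GTP binding at least 20 points away from the 100% baseline, either down as inhibitor or up as activator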;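 also: median bead fluorescence of bound Bodipy-FL-GTP at 100 nM; 0% = excess unlabeled GTP control and 100% = no compound control; below 100% means less GTP binding so inhibitor and above means activator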
Target sequence (P60953 whole entry, looked up): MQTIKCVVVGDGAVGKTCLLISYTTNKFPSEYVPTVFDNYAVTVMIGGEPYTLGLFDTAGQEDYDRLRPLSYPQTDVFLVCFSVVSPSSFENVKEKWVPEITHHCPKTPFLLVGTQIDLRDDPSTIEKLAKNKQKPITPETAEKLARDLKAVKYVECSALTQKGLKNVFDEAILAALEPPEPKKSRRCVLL
Mcl1 Noxa PPI = disrupts binding of human Mcl-1 to Noxa peptide; Q07820; TR-FRET Mcl-1/Noxa peptide binding, 2 h; inhibition, % at 21.7 µM; actives 1.5% (n = 220,000); AID 1022;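 active = compounds that cut the protein-peptide binding signal by more than 50% relative to plate controls in a single-dose test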;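 also: His-tagged Mcl-1 with rhodamine Noxa BH3 peptide and terbium anti-His antibody; 0% = Mcl-1 plus Noxa peptide wells and 100% = peptide-only wells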
Target sequence (Q07820 whole entry, looked up): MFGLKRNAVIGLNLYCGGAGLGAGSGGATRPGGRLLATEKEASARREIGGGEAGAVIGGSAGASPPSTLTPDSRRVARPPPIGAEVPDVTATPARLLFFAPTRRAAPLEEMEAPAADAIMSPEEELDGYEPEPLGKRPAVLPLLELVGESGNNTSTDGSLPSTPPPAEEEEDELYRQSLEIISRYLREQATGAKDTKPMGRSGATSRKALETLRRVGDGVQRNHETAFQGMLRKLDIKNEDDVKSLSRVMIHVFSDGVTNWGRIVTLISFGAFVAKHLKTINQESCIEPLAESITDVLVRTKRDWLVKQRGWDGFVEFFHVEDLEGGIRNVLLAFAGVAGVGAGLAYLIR
Active calls of the source: *; nt = not tested or not shown.

SMILES	Rac1 mut GTP	Rab2A wt mod	Avidin bead fluor	Rac1 wt modul	ABCB1 inh	Rab7 wt GTP bind	ABCG2 block	Pf gamet viab	HRas wt GTP	Cdc42 wt	Mcl1 Noxa PPI
Cc1ccc(S(=O)(=O)Oc2ccccc2/C=N/N=C(N)N)cc1	97	99	13	102	0.8	96	2	-12	99	98	14
CCOC(=O)C(NCCc1ccccc1)(NC(C)=O)C(F)(F)F (stereo unspecified)	99	100	5	107	0.8	101	7	-14	99	105	14
COC(=O)CSc1nnc(-c2ccncc2)n1N	97	98	23	99	0.6	102	2	nt	102	101	12
Cc1noc(C)c1COC(=O)CCCNC(=O)c1ccc(Cl)cc1	97	103	8	105	1.3	100	6	nt	105	101	1
Cc1ccc(NC(=S)NCc2ccccc2)cc1S(=O)(=O)N1CCCCC1	102	102	9	104	-0.8	108	5	-11	103	103	17
CCOC(=O)N1CCN(C(=O)CSc2nnc(CNC(=O)c3c(F)cccc3Cl)o2)CC1	95	99	5	95	-0.3	96	-2	-7	96	96	14
O=C(Nc1nc2ccccc2n1CCN1CCCCC1)c1ccc(Cl)cc1	98	101	1	103	1.0	101	3	nt	100	100	9
CCCOc1ccc(N2C(=O)CC(N3CCN(c4nc5ccccc5s4)CC3)C2=O)cc1 (stereo unspecified)	97	100	8	97	0.7	100	1	10	99	99	-15
O=C(O)CCCC(=O)OCCCCc1cccs1	92	94	16	93	0.2	96	1	10	93	93	-4
CS(=O)(=O)N(Cc1ccco1)Cc1ccccc1Cl	100	107	17	103	1.2	108	4	nt	106	105	-3
Cc1cc(NC(=O)COc2ncnc3sc(C)c(C)c23)no1	98	102	6	104	-0.1	99	0	nt	100	104	3
O=C(C(=S)N1CCOCC1)c1c[nH]c2ccccc12	95	94	8	100	0.4	94	7	11	97	99	0
CCCOP(=O)(c1ccc(N(C)C)cc1)C(O)c1ccccc1OC (stereo unspecified)	97	98	8	97	0.8	102	2	-19	98	95	-7
Cn1c(=O)c2c(nc(N3CCN(c4ccccn4)CC3)n2Cc2ccccc2Cl)n(C)c1=O	98	99	8	104	2.2	102	4	5	104	103	10
CC1CC(NC(=O)c2ncn[nH]2)CC(C)(C)C1 (stereo unspecified)	94	95	8	94	0.3	97	3	nt	97	95	13
Cc1cc(=O)n2nc(-c3ccccc3)sc2c1C#N	101	101	8	107	-0.1	100	11	nt	101	104	4
C=CCn1c(SCc2cc(C(C)=O)ccc2OCC)nc2ccccc2c1=O	97	101	0	102	3.5	96	7	16	100	101	2
CN(C)S(=O)(=O)c1ccc(/C(O)=C2/C(=O)C(=O)N(Cc3cccnc3)C2c2ccco2)cc1 (stereo unspecified)	100	105	15	102	0.6	95	2	nt	105	107	24
CC(C(=O)N1CCCCC1)n1sc2ccccc2c1=O (stereo unspecified)	82	84	28	90	0.0	94	0	nt	89	95	-7
CC(C)N(Cc1nc(-c2ccccc2)no1)C(=O)C1CCCCC1	96	97	16	95	1.4	95	6	nt	98	98	12
Cc1cccc(N2CCN(Cc3cn(C)nc3-c3ccccc3F)CC2)n1	97	98	10	101	1.0	99	5	-9	100	98	9
CCOCCCNC(=O)CN1C(=O)CSc2ccccc21	98	98	6	104	-0.5	100	-1	nt	99	99	9
O=C(OCC1O[C@@H](OC(=O)c2cc(O)c(O)c(O)c2)[C@@H](OC(=O)c2cc(O)c(O)c(O)c2)[C@@H](OC(=O)c2cc(O)c(O)c(O)c2)[C@@H]1OC(=O)c1cc(O)c(O)c(O)c1)c1cc(O)c(O)c(O)c1 (stereo partly specified)	87	79*	1	82	-1.4	96	-9	nt	79*	79*	114*
CCn1ncc(C2=NOC(C(=O)NCC(C)C)C2)c1C (stereo unspecified)	96	100	20	104	-0.1	102	8	nt	101	103	10
CCC1(CC)C(=O)NC(=O)NC1=Nc1cccc(OC)c1	103	105	11	107	0.4	105	4	-7	105	108	9
CO/N=C(/CNC(=O)c1cccc(Cl)c1)c1ccc(Cl)cc1	101	101	9	101	2.7	100	30	nt	102	103	-1
CCNC(=S)N/N=C/c1cc(Br)cc(Br)c1OC	101	103	8	112	0.6	99	4	9	102	104	10
CC(C)(C)SCCNC(=O)CN1C(=O)c2ccccc2S1(=O)=O	101	103	7	107	-2.7	103	-4	nt	104	103	15
COC(=O)CSc1nnc(COc2ccc([N+](=O)[O-])cc2)n1C	94	95	11	97	1.1	97	6	-8	94	96	-5
COc1ccc(C2C(C#N)=C(N)Oc3cc(C)n(Cc4ccco4)c(=O)c32)cc1 (stereo unspecified)	97	99	13	99	0.7	100	1	nt	97	96	12
COc1ccccc1N1CCN(/N=C/c2cccc(O)c2)CC1	95	95	11	96	-0.5	94	-1	nt	93	92	3
CCCN(CCC)c1nc(C)cc(C(C#N)c2nc3ccccc3o2)n1 (stereo unspecified)	92	95	14	95	0.8	94	5	nt	95	97	1
COCCOC(=O)c1sc2nc[nH]c(=O)c2c1C	90	86	9	89	0.1	98	3	-4	88	84	15
Cc1cc(CN2C(=O)c3ccccc3C2=O)no1	97	98	6	100	0.2	99	1	-8	99	96	7
S=c1[nH]nc(Cc2cccc3ccccc23)o1	98	97	4	102	-1.1	100	-3	8	98	100	-2
CC(C)CC(=O)NCCCN1CCN(CCCNC(=O)CC(C)C)CC1	96	99	20	104	0.1	99	0	-14	100	100	10
O=C(CSc1nc2cc(Cl)ccc2s1)N1CCCc2ccccc21	98	96	16	97	0.9	95	4	-9	96	96	-22
C#CC(C)(C)NC(=O)c1sccc1Oc1ccc(F)cc1[N+](=O)[O-]	97	97	10	100	1.3	97	5	-8	97	97	-11
COC(=O)CNS(=O)(=O)c1ccc(Cc2ccc(S(=O)(=O)NCC(=O)OC)cc2)cc1	100	97	22	106	0.1	103	3	nt	104	101	2
COC(=O)c1cc(C(C)=O)n2ccccc12	99	99	13	107	-0.1	107	6	0	101	99	-5
CCC(=O)c1ccc(OCC(=O)NC2(C#N)CCCCC2)cc1	97	96	nt	99	-0.6	98	17	-3	95	96	2
O=C(CSc1ncn[nH]1)Nc1ccccc1-c1ccccc1	99	99	7	99	0.4	98	3	nt	100	100	-24
COc1ccc(C2C3=C(CC(C)(C)CC3=O)Nc3cc4c(cc32)OCO4)cc1 (stereo unspecified)	100	102	16	105	0.9	103	16	21	103	103	-11
COCCN(C(=O)CSc1nnc(Nc2ccc(C)cc2)s1)c1c(N)n(CC(C)C)c(=O)[nH]c1=O	95	96	11	94	-2.3	105	-4	-2	96	93	14
Cc1ccc(OCC(=O)N/N=C/c2ccc3c(c2)OCO3)cc1C	82	84	10	88	0.7	91	2	nt	87	83	2
Cc1ccc(/C(N)=N/OC(=O)c2cccc(F)c2)cc1	96	92	12	91	0.2	95	4	nt	95	96	nt
O=C(Nc1ccccc1)c1ccc(S(=O)(=O)NCc2ccco2)cc1	101	99	13	106	0.3	99	11	3	100	105	-8
COC(=O)c1c(N)sc2c1CC(C)(C)OC2	95	104	9	104	0.3	104	8	nt	101	100	18
COc1cc(C2C(C#N)=C(N)Oc3n[nH]c(-c4ccccn4)c32)cc(OC)c1OC (stereo unspecified)	100	106	5	105	0.1	105	2	4	106	104	3
CC(C)(C)c1ccc(OC2=CS(=O)(=O)c3ccccc32)cc1	102	102	4	108	2.5	102	8	nt	102	104	5

By substructure: the entries above with a tert-butyl group (two)
SMILES	Rac1 mut GTP	Rab2A wt mod	Avidin bead fluor	Rac1 wt modul	ABCB1 inh	Rab7 wt GTP bind	ABCG2 block	Pf gamet viab	HRas wt GTP	Cdc42 wt	Mcl1 Noxa PPI
CC(C)(C)SCCNC(=O)CN1C(=O)c2ccccc2S1(=O)=O	101	103	7	107	-2.7	103	-4	nt	104	103	15
CC(C)(C)c1ccc(OC2=CS(=O)(=O)c3ccccc32)cc1	102	102	4	108	2.5	102	8	nt	102	104	5

More results follow:
SMILES	Rac1 mut GTP	Rab2A wt mod	Avidin bead fluor	Rac1 wt modul	ABCB1 inh	Rab7 wt GTP bind	ABCG2 block	Pf gamet viab	HRas wt GTP	Cdc42 wt	Mcl1 Noxa PPI
CCc1nnc(NC(=O)CSc2nnc(-c3ccoc3C)n2CC(C)C)s1	96	96	36	103	0.8	98	14	nt	99	98	-9
CCC(=O)OC1CSc2nc3ccccc3n2C1 (stereo unspecified)	97	103	14	109	3.1	102	10	-16	103	101	2
CC(NC(=O)COc1ccc(/C=N/NS(=O)(=O)c2ccccc2)cc1)c1ccccc1 (stereo unspecified)	92	92	35	93	0.0	94	1	nt	95	96	15
COc1ccc(CN(CC2CCC(C(=O)O)CC2)C(=S)Nc2cccc(C)c2)cc1 (stereo unspecified)	93	96	12	94	1.3	94	3	10	95	97	12
CCOc1ccc(-n2c(=S)sc3c(=O)[nH]c(SCC(=O)NCC4CCCO4)nc32)cc1 (stereo unspecified)	94	93	11	101	0.0	97	0	10	97	94	43
Cc1nn2c(SCC(=O)c3cccs3)cc(C(C)(C)C)nc2c1-c1ccccc1	98	99	14	100	0.4	99	2	-9	98	96	-25
Cc1cccc(Cn2c(N(C)CCO)nc3c2c(=O)[nH]c(=O)n3C)c1	98	98	7	97	-0.2	98	0	nt	98	95	-8
CN1CCC(OC(=O)COc2ccc(Cl)cc2Cl)CC1	97	99	13	102	-0.3	104	0	17	100	100	0
COc1ccc(NC(=O)CCS(=O)(=O)c2ccccc2)c(OC)c1	101	101	5	99	1.8	98	9	nt	101	97	22
COCCn1cc(C(=S)N2CCCCC2)c2ccccc21	95	100	9	104	0.1	107	0	10	101	96	1
Cc1ccc[n+](CC(=O)c2cc3ccccc3oc2=O)c1	102	100	14	104	0.2	99	1	nt	99	103	-5
COc1cc(-c2nnc(-c3cccnc3)o2)cc(OC)c1OC	94	94	19	94	1.2	91	6	1	93	92	2
CCOC(=O)C1CCCN(C/C(O)=C(\C#N)c2nc(-c3ccccc3)cs2)C1 (stereo unspecified)	100	101	6	101	0.6	95	5	nt	101	103	12
O=C(Cn1ccc([N+](=O)[O-])n1)NCc1ccco1	99	102	8	100	0.1	96	0	3	100	103	11
CCC(C)NC(=S)NNC(=O)c1ccc(C(C)(C)C)cc1 (stereo unspecified)	99	102	7	103	0.9	103	3	nt	102	99	-56
CCOC(=O)Cc1nnc2c(Nc3ccc(C)cc3)nc3nonc3n12	99	100	8	99	0.0	101	3	nt	99	98	3
CC(=O)OCC(=O)Nc1ccc(C(C)=O)cc1	102	106	11	103	0.6	101	3	nt	105	107	1
Nc1c(C(=O)c2ccc(Br)cc2)oc2ccccc12	98	100	14	103	-0.2	104	4	7	103	101	6
